# Assay outcomes: PubChem, several laboratories
# VIM-2 inh = blocks Pseudomonas aeruginosa VIM-2 metallo-beta-lactamase; inhibition, % at 5.6 µM; AID 1527; hit rate 0.89% among 290,000; purified VIM-2, nitrocefin hydrolysis, epi-absorbance fluorescence;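 active = inhibition above the mean of all tested compounds plus 3 SD, cutoff set per screening run, cut at about 7.5% in these data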;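 note: red hydrolysis product quenches plate fluorescence so inhibitors raise well fluorescence; 0% = enzyme with DMSO and 100% = DMSO without enzyme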
# IDE cell activ = IDE (human) activation, cell-based. HEK cells, FAbeta-B cleavage, fluorescence polarization; 0% vehicle, 100% cell-free pure enzyme wells. activation, % at 5.96 µM. hit rate 0.073% among 340,000. P14735;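 active = activation above the mean of all tested compounds plus 3 SD, set per screening campaign, cut at about 17% in these data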
# Target sequence (P14735 whole entry, looked up): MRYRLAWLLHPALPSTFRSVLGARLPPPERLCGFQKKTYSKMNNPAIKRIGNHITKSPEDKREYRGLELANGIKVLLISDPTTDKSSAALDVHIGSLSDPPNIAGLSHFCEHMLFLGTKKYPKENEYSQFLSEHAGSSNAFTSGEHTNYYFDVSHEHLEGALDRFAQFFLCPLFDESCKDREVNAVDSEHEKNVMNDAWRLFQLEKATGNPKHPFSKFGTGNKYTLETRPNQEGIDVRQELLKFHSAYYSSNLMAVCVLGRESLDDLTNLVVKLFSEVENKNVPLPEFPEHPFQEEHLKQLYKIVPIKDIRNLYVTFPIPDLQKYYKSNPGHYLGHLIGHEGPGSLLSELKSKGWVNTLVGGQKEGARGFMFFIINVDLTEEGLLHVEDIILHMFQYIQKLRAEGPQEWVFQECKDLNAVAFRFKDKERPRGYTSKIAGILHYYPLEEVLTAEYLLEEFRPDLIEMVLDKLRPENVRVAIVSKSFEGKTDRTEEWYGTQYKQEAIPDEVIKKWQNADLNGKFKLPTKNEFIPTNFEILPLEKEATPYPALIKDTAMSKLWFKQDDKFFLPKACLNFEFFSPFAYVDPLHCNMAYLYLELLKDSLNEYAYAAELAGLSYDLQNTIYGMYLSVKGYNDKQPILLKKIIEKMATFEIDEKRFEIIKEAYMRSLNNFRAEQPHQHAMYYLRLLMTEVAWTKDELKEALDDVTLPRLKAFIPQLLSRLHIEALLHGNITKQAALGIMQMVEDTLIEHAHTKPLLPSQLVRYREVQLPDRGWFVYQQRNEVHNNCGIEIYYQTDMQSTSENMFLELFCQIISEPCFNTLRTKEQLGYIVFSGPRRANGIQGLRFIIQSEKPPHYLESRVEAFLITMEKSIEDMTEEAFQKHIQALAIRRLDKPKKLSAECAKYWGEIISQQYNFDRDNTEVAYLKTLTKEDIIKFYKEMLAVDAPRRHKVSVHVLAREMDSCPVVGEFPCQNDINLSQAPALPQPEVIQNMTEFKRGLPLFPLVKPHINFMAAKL
# FID counter = counter-screen for HCV NS3 helicase inhibitors: DNA intercalator displacement. DNA fluorescent intercalator displacement, fluorescence. inhibition, % at 7.9 µM. hit rate 0.17% among 290,000. AID 1845; in the data active = inhibition above about 37%;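 note: 0% = vehicle and 100% = reference compound; higher means more ethidium bromide displaced from hairpin DNA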
# p-CIP stab down = lowers stability of the mouse p/CIP coactivator protein; Q05BA5; F442A p/CIP-EGFP cells, EGFP fluorescence, 16 h; decrease of EGFP signal, % at 10 µM; hit rate 0.01% among 290,000; AID 1984;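 active = EGFP signal decrease of at least 30% at 10 µM or well 3 SD below plate mean, unless failing retest; inactive = the rest, including hits failing retest or dose response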; note: some compounds called inactive have numbers as strong as hits; many of its hits are not listed in these tables
# IMP-1 inh = blocks Pseudomonas aeruginosa IMP-1 metallo-beta-lactamase | hit rate 0.45% among 290,000 | purified IMP-1, nitrocefin hydrolysis, epi-absorbance fluorescence | inhibition, % at 5.6 µM | AID 1556;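 active = inhibition above the mean plus 3 SD of all compounds in the same screening run, cut at about 4.5% in these data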;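 note: 0% = IMP-1 with DMSO and 100% = DMSO wells lacking enzyme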
#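 system = purified recombinant IMP-1 beta-lactamase | amount = 0.2 nM IMP-1, as dispensed | medium = HEPES buffer pH 7.1 with ZnSO4 and Brij 35 | times = 25 °C, 15 min preincubation, 25 min reaction | detection = plate fluorescence quenching by hydrolysis product, ex 480/em 530 nm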
# IDE cell inh = inhibitors of human insulin-degrading enzyme in cells; hit rate 0.41% among 320,000; inhibition, % at 5.59 µM; HEK cells, FAbetaB cleavage, fluorescence polarization;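 active = percent inhibition above the average of all tested compounds plus 3 SD, set per screening campaign, cut at about 16% in these data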;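 note: IDE supplied by intact live HEK cells; FP after avidin binding of uncleaved biotin substrate so inhibition keeps polarization high; 0% = DMSO wells and 100% = 60 µM reference IDE inhibitor Ii1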
# M18AAP inhibitor = blocks P. falciparum M18 aspartyl aminopeptidase | hit rate 1.2% among 290,000 | AID 1822 | inhibition, % at 7.35 µM | recombinant PfM18AAP, H-Glu-NHMec fluorogenic cleavage;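 active = inhibition above the campaign mean inhibition over all tested compounds plus 3 SD, cut at about 28% in these data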;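 note: 0% = plate median of test compound wells and 100% = 2 mM ZnCl2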
# UBC9 SUMO inh = blocks human SUMOylation mediated by UBC9. P63279. HTRF SUMOylation assay, SAE1/SAE2 + UBC9, in vitro. inhibition, % at 35 µM. hit rate 0.36% among 290,000. AID 2006; in the data active = inhibition above about 50%, passing the limit was not always enough; note: strong numbers were not always called active
# HCV NS3 hel inh = blocks Hepatitis C virus NS3 helicase unwinding | inhibition, % at 10.9 µM | hit rate 0.56% among 290,000 | NS3 helicase DNA unwinding, Cy5 molecular beacon fluorescence | AID 1800;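 active = inhibition above the mean of all tested compounds plus 3 SD, set per campaign, cut at about 35% in these data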;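 note: 0% = DMSO wells and 100% = thioflavine S control wells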
#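 assay system = NS3 helicase fragment of HCV | buffer or medium = MOPS pH 6.5, MgCl2, DTT, Tween20, BSA | timing = 60 min unwinding reaction at 25 °C after ATP addition | signal = Cy5 beacon fluorescence read at start and 1 h | read-out basis = % inhibition of unwinding | control set = low DMSO, high thioflavine S at 110 µM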
# Starred values were filed as active, the others as inactive; · = no result given; & = joins results of further samples.
SMILES	VIM-2 inh	IDE cell activ	FID counter	p-CIP stab down	IMP-1 inh	IDE cell inh	M18AAP inhibitor	UBC9 SUMO inh	HCV NS3 hel inh
Clc1ccc(N2CCCCCC2)nn1	-7.4	-2	1	5	-2.8	0	5	22	5
Cc1c(Cl)cccc1NC(=S)N1CCN(c2ncccn2)CC1	-3.0	8	0	7	-4.7	3	10	-20	0
Fc1cccc(Oc2nc3ccccc3n3cccc23)c1	0.8	3	-3	-4	-1.8	8	-6	-20	-8
COc1ccc(NC(=O)CCNS(=O)(=O)c2cccc(C(C)=O)c2)cc1S(N)(=O)=O	0.3	2	-6	5	-1.3	3	-3	-14	1
COC(=O)c1ccccc1C(=O)N1CCCC(C(=O)c2cc(F)ccc2F)C1 (configuration not stated)	-2.1	-7	-18	-2	-2.6	6	-1	10	-5
O=C(Nc1cc(C(F)(F)F)ccc1Cl)c1cc(C2CC2)on1	-0.3	10	5	-6	-1.6	-2	-3	-2	9
CCCC(=O)Nc1nnc(-c2cccc(OCC)c2)s1	-1.0	2	-3	-20	-3.7	-2	15	-2	0
O=C(Nc1ccc(N2CCOCC2)cc1)c1ccc([N+](=O)[O-])o1	0.2	-2	-1	-13	-3.1	0	-8	14	-13
Nc1ccc(C(=O)OCC(=O)Nc2ccc3c(c2)OCO3)cc1[N+](=O)[O-]	-1.0	-1	6	-9	0.6	-3	15	-11	3
CCC(C)(C)NC(=O)CN(C(=O)CCC(=O)Nc1ccccn1)c1ccc(F)c(Cl)c1	-2.0	3	-40	-10	-4.0	4	-7	12	-2
O=C(O)Cn1c(-c2ccccc2)nc2ccccc21	-3.4	3	4	-2	-2.1	-4	-5	25	-12
COc1cccc(CN(C)C(=O)c2ccccc2Sc2ccccc2C#N)c1OC	-4.1	-2	-55	-5	-2.2	·	7	-12	-8
O=Cc1ccc(-c2ccc(C(=O)O)cc2)o1	-0.8	3	-7	-1	-0.6	6	-13	28	-4
CN1CCN(C(=O)/C(=C/c2ccccc2Cl)NC(=O)c2ccccc2)CC1	-2.5	0	-3	-12	-1.4	9	1	7	25
CCN1CCN(CCCN(Cc2cccs2)C(=S)Nc2ccccc2C)CC1	-3.0	-3	7	-3	-3.6	-1	-1	9	8
Cc1ccc2nc(SCc3nnc(-c4cccs4)o3)[nH]c2c1	0.1	1	-5	-6	-1.5	9	-4	8	1
COC1(OC)N=C(N)C2(C#N)C(c3ccc4c(c3)OCO4)C12C#N (configuration not stated)	0.7	3	3	1	-1.0	4	-1	14	7
CC1CN(S(=O)(=O)c2cccc3nsnc23)CC(C)O1 (configuration not stated)	-2.3	1	-5	8	-3.4	3	-9	-14	1
O=C(NCCCCc1ccccc1)C1CC(c2cccc(F)c2)=NO1 (configuration not stated)	·	3	·	-12	·	5	·	3	·
CCCCOc1ccc(NC(=O)c2cnc(C)cn2)cc1	-3.4	3	-8	8	-4.7	7	-16	2	-5
CS(=O)(=O)N1CCC(C(=O)N2CCN(c3ccc(F)cc3)CC2)CC1	-1.0	-1	-9	-23	-4.7	-1	2	12	2
CCN1C(=O)c2cccc3c(NC(=O)C4CCCCC4)ccc1c23	-1.5	2	-10	-5	-4.3	0	-3	-1	5
COc1ccc(CC(=S)NCCc2ccccc2)cc1	-2.8	0	-8	3	-2.4	4	7	-14	-5
Cc1ccc(NC(=O)c2cc3ccccc3o2)cc1	-0.2	-3	-6	2	0.6	1	2	18	-2
CSc1ccccc1NC(=O)COc1ccccc1Cl	-2.0	3	-17	-7	-3.0	-2	-5	-1	-5
COc1cc(NC(=S)N2CCc3ccccc3C2)cc(OC)c1	-4.7	4	-10	2	-3.4	0	10	1	-7
CCCn1c(=O)c2ccccc2n2c(SCC(=O)Nc3cc(C)on3)nnc12	·	5	·	2	·	2	·	8	·
O=C(Nc1ccc(Oc2ccc3ccccc3c2)cc1)c1ccco1	-5.2	-8	-6	1	-3.8	8	2	-5	-6
Cc1nn(Cc2ccc(C(=O)N3CCCC3)o2)c(C)c1[N+](=O)[O-]	-1.9	-5	-3	11	-1.3	·	1	2	-2
O=C1C(=O)N(Cc2cccnc2)C(c2ccc(Br)cc2)/C1=C(\O)c1ccc2c(c1)OCCO2 (configuration not stated)	1.3	-2	-34	-6	-1.0	2	3	8	24
CCc1nnc(NC(=O)CSc2nc3ccccc3c(=O)n2CCCOC)s1	-1.4	0	-15	-14	0.7	6	-3	11	-1
Cc1cc(C(=O)N=Nc2c(O)n(C(C)C)c3ccccc23)n[nH]1	-2.6	0	-15	-4	-0.7	-1	15	17	-4
O=C(NNC(=O)c1csc(-c2cccnc2)n1)c1ccccc1	0.5	-4	-2	13	-15	7	-3	-16	13
O=C(NC(=S)Nc1ccc(S(=O)(=O)Nc2nccs2)cc1)C1CC1	-1.7	-2	-14	-9	-3.5	-2	9	3	-20
O=C(Nc1ccc(C(=O)O)cc1)Nc1cccc2ccccc12	-1.5	3	-6	-11	-2.2	4	2	15	4
COc1ccc(-c2nc(C=O)cs2)cc1	-2.4	-1	1	7	-3.7	8	3	4	5
CNc1ccc(SC#N)cc1	1.4	-2	5	-1	-0.4	3	-3	7	-1
CN(C)S(=O)(=O)c1cccc(NC(=O)c2n[nH]c(=O)c3ccccc23)c1	0.3	1	-6	-8	-1.8	1	3	8	-21
COC(=O)c1sc(NC(=S)NC(=O)c2ccccc2C)nc1C	-5.8	3	-4	-14	-3.2	0	7	5	1
C/C(=N\NC(=O)c1ccc(CN(C)S(=O)(=O)c2ccc(C)cc2)cc1)c1ccc(OC(F)F)cc1	-4.0	0	-9	-16	-3.9	6	0	13	20

# Four entries already listed, arranged by SMILES length, largest number first.
SMILES	VIM-2 inh	IDE cell activ	FID counter	p-CIP stab down	IMP-1 inh	IDE cell inh	M18AAP inhibitor	UBC9 SUMO inh	HCV NS3 hel inh
O=C(NC(=S)Nc1ccc(S(=O)(=O)Nc2nccs2)cc1)C1CC1	-1.7	-2	-14	-9	-3.5	-2	9	3	-20
CCc1nnc(NC(=O)CSc2nc3ccccc3c(=O)n2CCCOC)s1	-1.4	0	-15	-14	0.7	6	-3	11	-1
COc1cc(NC(=S)N2CCc3ccccc3C2)cc(OC)c1	-4.7	4	-10	2	-3.4	0	10	1	-7
Cc1ccc(NC(=O)c2cc3ccccc3o2)cc1	-0.2	-3	-6	2	0.6	1	2	18	-2

# Returning to the listing; the 2 compounds before the break are reprinted first.
SMILES	VIM-2 inh	IDE cell activ	FID counter	p-CIP stab down	IMP-1 inh	IDE cell inh	M18AAP inhibitor	UBC9 SUMO inh	HCV NS3 hel inh
COC(=O)c1sc(NC(=S)NC(=O)c2ccccc2C)nc1C	-5.8	3	-4	-14	-3.2	0	7	5	1
C/C(=N\NC(=O)c1ccc(CN(C)S(=O)(=O)c2ccc(C)cc2)cc1)c1ccc(OC(F)F)cc1	-4.0	0	-9	-16	-3.9	6	0	13	20
C/C(=N/NC(=S)Nc1ccccc1)c1ccc2c(c1)OCO2	-0.9	-1	-1	6	-2.8	2	24	-1	-5
Cc1cccc2cc3c(NC(=O)c4ccccn4)nn(C)c3nc12	-2.2	6	1	12	-2.8	-4	16	-12	-1
O=C(NC1CC1)C1=C[C@@H](c2c[nH]c3ccccc23)C[C@@H](OCCCCO)O1	·	2	·	-8	·	4	·	19	·
Cc1ccc(-c2csc(NC3OC(=O)c4ccccc43)n2)cc1 (configuration not stated)	1.5	3	-15	-11	-1.5	-6	1	-3	-1
CCN(CC)C(=O)NCc1c(C)cc(C)cc1C	-3.4	4	-1	-6	-3.8	-2	3	-6	1
COc1nc(Oc2ccc(C(=O)OCC(N)=O)cc2)nc(N(C)C)n1	-1.5	-9	-11	-12	-1.6	7	0	29	-6
O=C(c1ccco1)N1CCN=C1SCc1cccc(F)c1	-1.5	7	-9	0	-2.3	-2	3	16	26
Cn1c(=O)c(=O)n(C)c2cc(S(=O)(=O)N3CCCC3C(=O)NCc3cccnc3)ccc21 (configuration not stated)	-1.8	1	0	1	-2.5	-1	3	3	-3
CCOC(=O)CNS(=O)(=O)c1ccc(C)cc1	-3.8	3	-2	-9	-3.3	2	-8	0	2
O=C(NC(CC(=O)N1CCN(c2ccccc2)CC1)c1ccccc1)c1ccccc1Cl (configuration not stated)	-4.4	1	-37	11	-3.2	-6	-1	-15	-1
NS(=O)(=O)c1ccc(NC(=S)NCc2ccccc2Cl)cc1	-1.3	-3	-1	-9	-3.0	2	-5	8	-2
COC(=O)c1cc(-c2cccc(OC)c2)n[nH]1	-1.2	-5	-3	9	-2.0	0	2	10	2
COC(=O)c1sccc1NC(=S)N1CCN(c2ccccc2F)CC1	-2.2	4	2	0	-2.4	0	-8	-16	-14
Cc1ccc(S(=O)(=O)/N=C(\N)c2ccc(Cl)cc2)cc1	-1.2	0	-11	3	-1.1	·	-1	-23	5
Clc1ccc(-n2c(SCc3nc4ccccc4[nH]3)nnc2-c2ccncc2)cc1	-2.9	-5	-23	-11	-3.7	1	-6	-17	-3
O=C(Cc1cc(=O)[nH][nH]1)N/N=C/c1cccc(Cl)c1Cl	-4.6&-3.8	-2&0	-10&-7	2&-1	-0.4&-3.2	6&-3	1&3	43&-7	22&19
Cn1c(SCC(=O)NNC(=S)Nc2ccccc2)nnc1-c1ccccc1	-1.5	4	-17	-2	-4.2	7	15	-21	4
CCCC[n+]1ccn(-c2nc3ccccc3nc2[N-]S(=O)(=O)c2cccs2)c1	19*	6	31	-27	-4.6	-5	1	12	26
COC(=O)C1C2CCC(C2)C1C(=O)OCC(=O)c1ccc(C)cc1 (configuration not stated)	-4.7	-4	-16	-9	-5.7	1	6	3	5
C=C(C)c1cccc(C(C)(C)NC(=O)Nc2ccc(OC)nc2)c1	-0.3	7	-27	-13	0.1	-2	-9	3	-11
Cc1ccccc1-c1nc(CS(=O)(=O)CC(=O)N2CCOCC2)c(C)o1	-1.5	-2	-20	-13	-1.7	4	4	24	-2
Cc1cccc(NC(=O)CCC(=O)N/N=C/c2ccc(O)cc2O)c1	0.6	3	-5	2	-3.6	-2	18	10	-13
CCn1c(SCC(=O)NCCOC)nc2sc(C)c(C)c2c1=O	0.1	·	-18	-17	-2.1	·	3	-8	8
COc1ccc(-c2noc(N3CCC(C(=O)Nc4cccc(OC)c4)CC3)n2)cc1	-0.9	2	-17	-11	-4.2	1	-1	-7	0
